# dFosB activator: activators of delta FosB homodimer, primary screen, biochemical, fluorescence polarization, TAMRA-CDK5 oligo, single point; purified delta FosB; percent of positive-control signal above neutral wells; activation, % at 25 µM; 0.99% of 340,000 active;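 active = mean activation above about 17%, with every replicate also reaching it, limit read from the data, passing the limit was not always enough; inconclusive = only one of the two conditions met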;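 note: fluorescence polarization rise as delta FosB binds a TAMRA Cdk5 AP-1 oligo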
# Target sequence (P13346 whole entry, looked up): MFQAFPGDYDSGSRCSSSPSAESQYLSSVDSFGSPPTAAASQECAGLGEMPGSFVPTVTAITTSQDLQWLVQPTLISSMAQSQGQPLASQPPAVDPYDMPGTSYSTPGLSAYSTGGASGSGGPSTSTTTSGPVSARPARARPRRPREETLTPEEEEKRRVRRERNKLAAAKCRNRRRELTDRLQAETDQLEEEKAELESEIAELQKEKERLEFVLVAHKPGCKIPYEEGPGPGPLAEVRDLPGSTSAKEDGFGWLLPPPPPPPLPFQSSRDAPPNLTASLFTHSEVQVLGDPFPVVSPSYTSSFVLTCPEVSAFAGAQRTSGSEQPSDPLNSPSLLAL
# PvdQ inh: P. aeruginosa PvdQ acylase inhibitors, primary screen, biochemical, fluorescence, plate reader and imaging, single point | PvdQ acylase [Pseudomonas aeruginosa LESB58] | purified PvdQ acylase | inhibition, % at 10 µM | 0.063% of 340,000 active; in the data active = inhibition above about 30%, passing the limit was not always enough; inconclusive = no clear call, values can overlap the other calls;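 note: 0% = vehicle neutral wells and 100% = reference inhibitor wells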
# HTR5A ag: HTR5A agonists in luminescence cell assay, primary screen, counter-screen for OPRM1-OPRD1 heterodimer agonist project, full-deck HTS. activation, % at 9.3 µM. 5-hydroxytryptamine receptor 5A (Homo sapiens), P47898. AID 504692, 2011. cell-based. 0.61% of 340,000 active; in the data active = activation mostly above about 9.5%, no sharp cut-off; inactive = mostly below about 7.6%;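 note: 0% = cells with vehicle only and 100% = reference agonist; strong numbers were not always called active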
# CDK5 p35 inh: inhibitors of human CDK5/p35 kinase, primary screen, biochemical, single concentration | Cyclin-dependent kinase 5 (Homo sapiens) + Cyclin-dependent kinase 5 activator 1 (Homo … | Recombinant CDK5/p35, ADP-Glo luminescence, 60 min | inhibition, % at 10 µM | 0.01% of 330,000 active;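 active = highest replicate inhibition of at least 50% and at least 75% of replicates reaching 50%; inconclusive = only one of the two criteria met; inactive = both criteria failed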;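 note: plate controls were DMSO neutral control for no effect and GW8510 at 10 µM for full effect; many of its hits are not listed in these tables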
# Target sequence (Q00535 whole entry, looked up): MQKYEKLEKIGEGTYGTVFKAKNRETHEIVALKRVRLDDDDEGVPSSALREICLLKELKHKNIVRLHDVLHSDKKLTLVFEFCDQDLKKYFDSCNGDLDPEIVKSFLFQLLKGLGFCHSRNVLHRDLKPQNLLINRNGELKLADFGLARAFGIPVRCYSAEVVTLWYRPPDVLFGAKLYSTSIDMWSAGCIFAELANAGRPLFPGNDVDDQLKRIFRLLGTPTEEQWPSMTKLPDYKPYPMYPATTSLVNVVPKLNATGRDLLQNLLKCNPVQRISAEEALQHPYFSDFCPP
# Target sequence (Q15078 whole entry, looked up): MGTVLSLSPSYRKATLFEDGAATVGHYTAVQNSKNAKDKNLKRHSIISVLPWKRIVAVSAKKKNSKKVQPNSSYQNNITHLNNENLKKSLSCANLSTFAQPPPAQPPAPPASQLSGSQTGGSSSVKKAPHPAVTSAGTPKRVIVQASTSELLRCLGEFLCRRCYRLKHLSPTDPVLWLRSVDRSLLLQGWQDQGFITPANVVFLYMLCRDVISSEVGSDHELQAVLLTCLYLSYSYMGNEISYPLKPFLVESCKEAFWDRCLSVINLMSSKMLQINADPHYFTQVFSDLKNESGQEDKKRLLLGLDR
# Wnt act: Wnt/beta-catenin pathway activators, primary screen, cell-based, plate reader, single point; Wnt/beta-catenin reporter cell assay, activator; activation, % at 9.35 µM; 1.2% of 300,000 active; in the data active = activation above about 30%, passing the limit was not always enough; inconclusive = no clear call, values can overlap the other calls;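 note: 0% = neutral control wells and 100% = positive control wells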
# SR-BI DiI inh: inhibitors of SR-BI mediated HDL lipid uptake, primary screen, ldlA[mSR-BI] cells, fluorescence, single point; inhibition, % at 12.5 µM; 0.96% of 320,000 active; Scavenger receptor class B member 1 (Mus musculus), Q61009; ldlA[mSR-BI] CHO cells, DiI-HDL uptake fluorescence, 3 h; AID 488896, 2010;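 active = mean replicate inhibition of at least 70% and a set share of replicates each scoring 70 or more; inconclusive = meets just one of the two criteria; inactive = fails both criteria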;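 note: 0% = median of neutral control wells and 100% = median of positive control wells; values of inactives mirror those of a sister screen read the other way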
# Rtt109 HAT inh: inhibitors of C. albicans Rtt109/Vps75 HAT, primary screen, biochemical, ThioGlo CoA-SH fluorescence, plate reader | Histone acetyltransferase RTT109 (Candida albicans (strain SC5314 / ATCC MYA-2876)), … | purified Rtt109/Vps75, 4 h | inhibition, % at 34.9 µM | 0.16% of 330,000 active | AID 540336, 2011;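 active = inhibition of at least 50% in every replicate; inconclusive = best replicate reaches 50% inhibition but some replicates fall short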
# MITF act: activators of MITF-driven TRPM1 promoter reporter, primary screen, cell-based, SK-MEL-5, luciferase, single point | SK-MEL-5 TRPM1-promoter luciferase, 24 h; % of positive control, neutral wells = 0 | activation, % at 12.5 µM | 0.75% of 300,000 active | AID 588334, 2011;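 active = mean activation of at least 80% with every replicate also reaching 80%; inconclusive = mean reaches 80% but some replicate falls short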;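 note: 0% = neutral control wells and 100% = parthenolide positive control wells; values of inactives mirror those of a sister screen read the other way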
# SR-BI DiI-HDL act: activators of SR-BI mediated DiI-HDL uptake, primary screen, ldlA[mSR-BI] CHO cells, DiI fluorescence; activation, % at 12.5 µM; 0.096% of 320,000 active; AID 504775, 2011; 3 h; 100 = double the neutral-control signal;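 active = mean replicate activation of at least 60% and every replicate at or above 60%; inconclusive = mean or all-replicate condition met, but not both; inactive = mean below 60% and not all replicates reaching 60%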;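 note: 0% = median plate neutral-control signal and 100% = twice that signal; values of inactives mirror those of a sister screen read the other way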
#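 Assay system: LDL receptor-deficient CHO ldlA cells overexpressing murine SR-BI / Medium: BSA-supplemented, HEPES-buffered Ham's F12, pH 7.4 / Probe or stimulus: DiI-labelled HDL at 10 µg/mL final / Timing: compound with DiI-HDL co-incubation, 3 h at 37 °C / Technique: bottom-read cell fluorescence after medium removal, ex 550/em 595 nm / Measure: HDL uptake via cellular fluorescence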
# RTF Ca sens act: cardiac RTF calcium sensitivity activators, primary screen, biochemical, IANBD-TnC fluorescence, EC20 calcium. Troponin I, cardiac muscle (Homo sapiens) + Troponin T, cardiac muscle (Homo sapiens) + …. IANBD-labeled TnC RTF fluorescence at EC20 calcium; 0% EC20 calcium, 100% full calcium. activation, % at 7.2 µM. 0.24% of 340,000 active. AID 493008, 2010;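 active = activation above the mean over all tested compounds plus 3 SD, cut at about 30% in these data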;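 note: rise in fluorescence read as greater calcium sensitivity of cardiac thin filaments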
# An asterisk follows results filed as active; u = inconclusive; x = no result given.
structure,CDK5 p35 inh,MITF act,RTF Ca sens act,dFosB activator,SR-BI DiI-HDL act,PvdQ inh,Rtt109 HAT inh,SR-BI DiI inh,Wnt act,HTR5A ag
CC(C)N1C(=O)CCC1C(=O)NCc1cccs1 (stereo not given),1.2,-4,-3,6,-11,-9,-12,11,4,-1
O=C(Nc1nc(-c2ccccc2)cs1)c1ccco1,0.9,x,-2,0,-17,4,-10,17,43*,-1
CCOC(=O)C1(CC2CCCCO2)CCN(C(=O)Nc2ccc(C(=O)OC)cc2)CC1 (stereo not given),2.6,6,0,-10,x,6,13,x,0,2
O=C(c1ccc(F)cc1)N1CCN(Cc2ccccc2)CC1,1.1,-12,-8,-3,17,1,2,-17,1,3
CCCCNc1ccc(C(=O)Nc2cccc(C)n2)cc1[N+](=O)[O-],0.7,u,2,0,-72,12,4,u,x,5
CNS(=O)(=O)c1cccc(C(=O)OCC(=O)c2cc(C)n(-c3ccc4c(c3)OCO4)c2C)c1,0.1,3,3,-16,-18,-8,11,18,x,-2
CCC(=O)Nc1cccc(Oc2nc(C)cc(C)c2C#N)c1,-3.9,-6,0,-4,-32,-4,11,32,1,-6
CCOC(=O)c1cnn(-c2sc(C(=O)OCC)c(C)c2C(=O)OCC)c1N,0.6,11,13,-14,-12,-4,0,12,1,6
O=C(CCC1CCCN(C(=O)C2=CCCCC2)C1)N1CCN(c2ccccn2)CC1 (stereo not given),-3.5,1,3,-7,24,-2,-3,-24,-2,-4
Cc1c(C(=O)Nc2ccc(S(=O)(=O)N3CCOCC3)cc2)cccc1[N+](=O)[O-],0.3,4,-8,7,21,-7,-3,-21,1,0
CCCOC(=O)c1ccc(Oc2cn[nH]c2-c2ccc(OCC(=O)NN)cc2O)cc1,-0.4,-12,-2,-28,x,-39,-2,x,0,8
Cc1ccc(C(=O)C(C)OC(=O)Cc2n[nH]c(=O)c3ccccc23)cc1C (stereo not given),0.7,5,5,-14,-7,-17,4,7,-5,-1
CN1CCc2c(sc3nc(SCC(=O)N4CCOCC4)nc(N)c23)C1,0.4,5,-14,-7,-17,9,3,17,x,-4
Cc1cc(C)n(CCC(=O)N=Nc2c(O)[nH]c3ccc(Br)cc23)n1,0.9,33,-6,-9,x,-3,33,x,-2,4
Cc1ccc2nc(C)cc(OCC(=O)O)c2c1,0.8,-5,7,1,43,-14,-14,-43,-1,1
Cc1ccnc(NC(=O)c2ccc(Cl)c(NC(=O)C(C)Oc3ccccc3)c2)c1 (stereo not given),0.8,-2,2,-10,-48,-9,1,48,2,4
O=C1N/C(=N\N=C\c2ccc3ncccc3c2)SC1Cc1ccc(SC(F)F)cc1 (stereo not given),-2.4,-2,0,-1,15,1,-1,-15,4,-1
COc1ccc(C(CNC(=O)c2cc(S(=O)(=O)N3CCN(c4ccccc4)CC3)ccc2Cl)N(C)C)cc1 (stereo not given),-2.2,-23,0,-9,11,-12,-9,-11,1,-6
COc1cc(OC)c(-c2noc(C(=O)OC(C)(C)C)c2C(=O)OC(C)(C)C)c(OC)c1,-0.3,-3,-2,4,15,1,-3,-15,-1,-3
COc1ccc2[nH]c3c(c2c1)CCN1C(=O)C(CC(=O)NCCc2ccccn2)C[C@H](C(=O)N2CCOCC2)[C@@]31CCC1CCCC1 (stereo not given in full),5.9,2,-1,-11,-1,18,2,1,-2,1
O=C(NCc1ccco1)C1CCCCN1S(=O)(=O)c1ccc(F)cc1 (stereo not given),-0.5,x,0,-1,10,-16,0,-10,0,2
CCn1ncc(Br)c1C(=O)Nc1sc2c(c1C(N)=O)CCC2,-0.7,-7,2,5,-53,-15,x,53,x,1
O=C(Cc1ccccc1)Nc1cc(Cl)ccc1Sc1ccccc1,0.5,15,5,8,-23,2,-5,23,x,-1
NS(=O)(=O)c1ccc(CCNC(=O)CN2CCN(c3ccc(F)cc3)CC2)cc1,2.3,-5,6,-3,8,-14,-5,-8,x,4

# Not a retest: an excerpt of the list.
structure,CDK5 p35 inh,MITF act,RTF Ca sens act,dFosB activator,SR-BI DiI-HDL act,PvdQ inh,Rtt109 HAT inh,SR-BI DiI inh,Wnt act,HTR5A ag
Cc1ccnc(NC(=O)c2ccc(Cl)c(NC(=O)C(C)Oc3ccccc3)c2)c1 (stereo not given),0.8,-2,2,-10,-48,-9,1,48,2,4
O=C1N/C(=N\N=C\c2ccc3ncccc3c2)SC1Cc1ccc(SC(F)F)cc1 (stereo not given),-2.4,-2,0,-1,15,1,-1,-15,4,-1
COc1ccc(C(CNC(=O)c2cc(S(=O)(=O)N3CCN(c4ccccc4)CC3)ccc2Cl)N(C)C)cc1 (stereo not given),-2.2,-23,0,-9,11,-12,-9,-11,1,-6
COc1cc(OC)c(-c2noc(C(=O)OC(C)(C)C)c2C(=O)OC(C)(C)C)c(OC)c1,-0.3,-3,-2,4,15,1,-3,-15,-1,-3
COc1ccc2[nH]c3c(c2c1)CCN1C(=O)C(CC(=O)NCCc2ccccn2)C[C@H](C(=O)N2CCOCC2)[C@@]31CCC1CCCC1 (stereo not given in full),5.9,2,-1,-11,-1,18,2,1,-2,1
O=C(NCc1ccco1)C1CCCCN1S(=O)(=O)c1ccc(F)cc1 (stereo not given),-0.5,x,0,-1,10,-16,0,-10,0,2
CCn1ncc(Br)c1C(=O)Nc1sc2c(c1C(N)=O)CCC2,-0.7,-7,2,5,-53,-15,x,53,x,1
O=C(Cc1ccccc1)Nc1cc(Cl)ccc1Sc1ccccc1,0.5,15,5,8,-23,2,-5,23,x,-1

# Following part:
structure,CDK5 p35 inh,MITF act,RTF Ca sens act,dFosB activator,SR-BI DiI-HDL act,PvdQ inh,Rtt109 HAT inh,SR-BI DiI inh,Wnt act,HTR5A ag
COc1ccccc1-n1c(-c2cn(C)nc2C)n[nH]c1=S,-0.9,-12,6,-5,-5,-17,-1,5,x,3
CCN(C(=O)COC(=O)CCC(=O)c1ccc(Cl)cc1)c1c(N)n(Cc2ccccc2)c(=O)[nH]c1=O,-0.5,x,0,-14,-24,-5,6,24,-3,3
COCC(=O)N1CCC(Oc2ccc(C(=O)N3C[C@H]4CC[C@H]3C4)cc2)CC1,-0.1,0,-2,3,-27,-16,-18,27,-3,-2
CC(NS(=O)(=O)/C=C/c1ccccc1)C(=O)O (stereo not given),-1.5,-18,-2,-5,10,-8,-21,-10,2,-2
C#CCOCCOCCOCCNc1nc(N2CCN(C(=O)[C@H]([C@@H](C)O)n3cc(CCCCN)nn3)CC2)nc(N2CCN(C(=O)[C@H](C)n3cc(CCC(=O)O)nn3)CC2)n1,-1.1,-6,3,-6,13,-10,-8,-13,-1,4
CC(C)CC(NC(=O)c1ccc(C#CC(C)(C)O)s1)C(=O)O (stereo not given),1.9,13,3,6,20,11,0,-20,-1,1
Cc1cc(SCC(=O)c2ccccc2)n2nc(C)nc2n1,2.2,-16,5,-4,7,24,-40,-7,5,-1
COc1ccc(C2=CC(=O)CC(c3ccccc3)C2)cc1 (stereo not given),-0.3,4,2,-7,-21,1,5,21,13,1
CC1CCN(S(=O)(=O)c2cccc(C(=O)NCc3ccco3)c2)CC1,-0.6,3,3,-1,13,-9,4,-13,x,3
O=S(=O)(NCC1CCCO1)c1ccc(Br)s1 (stereo not given),1.3,-5,3,-3,-4,4,x,4,3,-4
Cc1nc2cc(NC(=O)c3ccc([N+](=O)[O-])s3)ccc2s1,-0.9,-103,-1,-3,-35,-13,2,35,18,9
COc1cc(C2C(C#N)=C(N)OC3=C2C(=O)CC(C)(C)C3)cc2c1OCO2 (stereo not given),-3.6,-2,2,-10,7,-3,1,-7,-1,-2
COc1ccc(OCC(O)CN2CCNCC2)cc1 (stereo not given),0.3,x,-4,1,15,-8,u,-15,0,3
COC(=O)c1ccc(NC(=O)c2cccc(N3C(=O)C4C5C=CC(C6CC56)C4C3=O)c2)cc1 (stereo not given),-3.5,-45,3,28*,x,-11,1,24,-3,7
Cc1ccc(NC(=O)COC(=O)c2ccc3c(c2)C(=O)N(CCc2ccccc2)C3=O)c(C)c1,1.0,1,0,-6,2,-12,-19,-2,-5,-3
O=C(NCCc1ccccc1)C(=O)NCC1OCCN1S(=O)(=O)c1ccc([N+](=O)[O-])cc1 (stereo not given),0.5,22,-4,-3,-19,-15,6,19,1,3
NS(=O)(=O)c1ccc(NC(=O)c2ccc3c(c2)CCCC3)cc1,2.6,34,-6,-1,-21,10,29,21,6,2
C[C@]12C=CC(=O)C=C1CC[C@@H]1[C@@H]2C(=O)C[C@@]2(C)[C@H]1CC[C@]2(O)C(=O)COC(=O)CCC(=O)O,-0.1,6,-7,0,-15,16,-9,15,-1,2
CS(=O)(=O)N(CC(=O)Nc1ccccc1-c1ccccc1)c1cccc(F)c1,-3.2,-10,-4,-1,15,-3,11,-15,-2,-1
CC(NC(=O)c1ccc(Cl)cc1)C1CC2CCC1C2 (stereo not given),0.8,x,-7,0,-5,-5,1,5,0,0
CCC(C(=O)OCC(=O)Nc1ccc(C(N)=O)cc1)c1ccccc1 (stereo not given),1.7,-8,-1,-6,26,7,8,-26,13,2
O=S(=O)(c1ccc(Cl)cc1)N1CCN(C2CCCCCC2)CC1,1.1,-17,0,-12,20,-9,-10,-20,x,2
Cc1ccc(C(=O)NCCc2sc(C)nc2C)cc1,0.4,4,2,6,-10,-3,1,10,2,0
O=C(CCc1nc2ccccc2[nH]1)NC1CCCCC1,-2.4,-10,5,1,x,-3,-14,x,-2,5
O=C(/C=C/c1ccc[nH]1)c1ccccc1,0.4,79,-2,0,0,6,6,0,8,2
COCCN(C(=O)COC(=O)c1oc2ccc(OC)cc2c1C)c1c(N)n(Cc2ccccc2)c(=O)[nH]c1=O,0.0,1,0,-3,-3,-3,-1,3,-2,-3
